hcGAS inh: blocks human cGAS activity | inhibition, % at 12.5 µM | recombinant h-cGAS, ATP depletion, Kinase-Glo luminescence | 0.081% of 290,000 active;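 further: 0% = vehicle reaction and 100% = reaction without DNA for no activity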
Target sequence (Q8N884 whole entry, looked up): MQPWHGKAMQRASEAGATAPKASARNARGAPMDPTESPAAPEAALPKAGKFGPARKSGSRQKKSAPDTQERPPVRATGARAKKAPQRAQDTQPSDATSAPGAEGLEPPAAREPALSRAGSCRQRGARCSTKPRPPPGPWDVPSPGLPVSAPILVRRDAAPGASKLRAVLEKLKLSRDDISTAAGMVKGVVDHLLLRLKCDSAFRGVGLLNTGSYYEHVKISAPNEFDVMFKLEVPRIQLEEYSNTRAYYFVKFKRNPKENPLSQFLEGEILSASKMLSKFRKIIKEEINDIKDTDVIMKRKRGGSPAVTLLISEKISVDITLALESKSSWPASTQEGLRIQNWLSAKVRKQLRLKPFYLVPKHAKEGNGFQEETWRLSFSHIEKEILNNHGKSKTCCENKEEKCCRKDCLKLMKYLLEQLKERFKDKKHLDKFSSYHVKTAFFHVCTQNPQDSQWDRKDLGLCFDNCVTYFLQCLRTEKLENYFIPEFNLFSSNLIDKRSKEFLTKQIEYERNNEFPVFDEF
mcGAS lum: mouse cGAS inhibition by luminescence; Q8C6L5; recombinant cGAS, Kinase-Glo ATP depletion luminescence; inhibition, % at 12.5 µM; 0.15% of 160,000 active;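 further: 0% = negative control wells and 100% = reference inhibitor with no enzyme activity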
NPYLR7 ag: activates Aedes aegypti NPYLR7 receptor; HEK293T NPYLR7/Galpha15, GCaMP6s calcium fluorescence; activation, % at 10 µM; 0.15% of 270,000 active; in the data active means activation above about 40%;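 further: 0% = vehicle and 100% = reference agonist at the receptor; some compounds past the cut are filed as inactive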
* = called active by the depositor; . = no result given; & = joins results of further samples. Unless noted, no stated cut-off is given here; in the data, active means inhibition above about 40%; inactive means the rest.

cpd | mol | hcGAS inh | mcGAS lum | NPYLR7 ag
1 | CCCCc1nc(Cl)c(CN2CCN(C)C(C(=O)O)C2)[nH]1 (stereo not given) | 4 | . | -4
2 | Cc1cc(C(=O)N2CCCC(NC(=O)C(C)C)C2)c2c(C)nn(C)c2n1 (stereo not given) | -3 | . | -19
3 | CCn1nnnc1SCC(=O)c1cc(C)n(C2CC2)c1C | -8 | -6 | 9
4 | CCOP(=O)(Cc1ccc(NS(=O)(=O)c2cc(F)ccc2C)cc1)OCC | -3 | -6 | -7
5 | CCNC(=O)C1(C)CCCCN1Cc1cccc(OC)c1 (stereo not given) | -11 | . | 3
6 | Cc1cccn2c(CC(=O)N(C)C(C)c3nccs3)cnc12 (stereo not given) | -6&-4 | . | 0&11
7 | COc1ccccc1C(C)NC(=O)c1n[nH]c(=O)c2ccccc12 (stereo not given) | -19 | . | 12
8 | COc1ccc(Cc2nc3ccc(C(=O)NC(C)c4csc(C)n4)cc3o2)cc1 (stereo not given) | -11 | . | 4
9 | COc1cc2c(cc1-c1nccn1C(C)C)OCCCO2 | -3 | -11 | 1
10 | CC(C)n1cnnc1SCC(=O)Nc1cccc2c1C(=O)c1ccccc1C2=O | 0 | -3 | 12
11 | O=C(NCC1CCCO1)C1COC2(CCN(C(=O)c3ccc4c(c3)OCO4)CC2)N1C(=O)c1ccco1 (stereo not given) | -3 | -9 | 11
12 | COc1cccc(CN2CCC2(C)C(=O)NCc2ccc(C(F)(F)F)cc2)c1OC (stereo not given) | -12 | . | 6
13 | CCCCSc1nnc2c(n1)OC(c1ccc3c(c1)OCO3)Nc1ccccc1-2 (stereo not given) | 5 | 2 | 2
14 | Cc1ccc(NC(=O)C(C)OC(=O)Cn2cnc3c(cnn3C)c2=O)cc1 (stereo not given) | -9 | . | 2
15 | CC(C)CNc1c(Cl)cnn(C)c1=O | -8 | -7 | 3
16 | Cc1ccccc1CCN1CCC(CN(C(=O)c2nonc2C)C2CCCC2)CC1 | -8 | . | 12
17 | CC(C)(O)C1CCCN(c2ncc(F)c(N3CCCC3)n2)C1 (stereo not given) | -6 | . | 15
18 | O=C1CCCc2nc3oc4ccccc4c(=O)c3cc21 | -8 | . | 0
19 | Cc1cc2nc(-c3ccccc3)c(N3CCN(C(=O)Cc4ccc(F)cc4)CC3)nc2cc1C | -5 | -6 | 3
20 | Cc1nc2sc3c(c2c(=S)[nH]1)CCC3 | -6 | -5 | 0
21 | O=[N+]([O-])c1ccc(N=Nc2c(O)n(Cc3ccc(Cl)cc3Cl)c3ccccc23)cc1 | 2 | . | 10
22 | COc1ccc(Cl)cc1C(=O)C=Cc1cccs1 | -1 | . | 5
23 | CC(C)S(=O)(=O)c1ccc(N2CCN(c3ccccc3F)CC2)nn1 | -5 | -10 | -3
24 | COC(=O)CCCC(=O)N1CCc2c([nH]c3ccccc23)C1c1ccc(Br)c(OC)c1 (stereo not given) | -3 | -6 | -5
25 | CN1CCN(C(=O)CCC2CCCN(C(=O)CCc3cccc(Cl)c3)C2)CC1 (stereo not given) | -9 | . | 1
26 | O=C(Nc1ccc(N2CCc3ccccc3C2)c(C(=O)NCCc2ccccc2)c1)c1ccc([N+](=O)[O-])cc1 | -2 | -4 | .
27 | Cc1cc(C)n(-c2nc(C)c(C)c(=O)n2CC(N)=O)n1 | -12 | -9 | -2
28 | CC1(C)CC(=O)C2=C(C1)OC(=N)C(C#N)C2c1ccccc1Cl (stereo not given) | -1 | 2 | -8
29 | CC1CN(CCN=C(NC2CC2)N2CCOCC2)CC(C)O1 (stereo not given) | -12 | . | 5
30 | O=C(OC1(C2CC2)CC1)c1ccc(-n2cncn2)cc1 | -1 | . | -1
31 | C=CCNc1nnc(Cc2ccc(OCC)cc2)c(=O)[nH]1 | 2 | . | 3
32 | Cc1cc(C)n(-c2nc(-c3ccccc3)cc(=O)n2CC(=O)Nc2cccc(C)c2C)n1 | 4 | -4 | 2
33 | CCc1cccc2c(C(=O)CSc3n[nH]c(C(C)C)n3)c[nH]c12 | -3 | -7 | 2
34 | O=C(CCc1csc(NC(=O)c2ccc[nH]c2=O)n1)Nc1ccc2c(c1)OCCO2 | -6 | -14 | -11
35 | CN(Cc1cccc(F)c1)Cc1c(O)ccc2ccccc12 | -7 | . | 6
36 | O=C(Nc1cccc([N+](=O)[O-])c1)N1CCC(CCc2ccccc2)CC1 | 0 | . | 0
37 | CC(C)c1nc(C(=O)N2CC[C@@H](c3ccc4c(c3)OCO4)[C@H](O)C2)cs1 | -4 | . | 0
38 | Cc1csc(C(O)(CC(=O)N2CCCC(C)CC2)C(F)(F)F)n1 (stereo not given) | 0 | . | -2
39 | O=C(NNC(=O)C1CCCCC1)c1ccc(=O)n(Cc2ccccc2)c1 | -7 | -11 | -11
40 | Cc1cc(C)cc(NC(=O)c2sccc2S(=O)(=O)NC2CC2)c1 | -9 | . | 4

Next section (three carried over from the part before).
cpd | mol | hcGAS inh | mcGAS lum | NPYLR7 ag
38 | Cc1csc(C(O)(CC(=O)N2CCCC(C)CC2)C(F)(F)F)n1 (stereo not given) | 0 | . | -2
39 | O=C(NNC(=O)C1CCCCC1)c1ccc(=O)n(Cc2ccccc2)c1 | -7 | -11 | -11
40 | Cc1cc(C)cc(NC(=O)c2sccc2S(=O)(=O)NC2CC2)c1 | -9 | . | 4
41 | COc1cn(CC(=O)Nc2cc(C)on2)c(CSc2nncn2C)cc1=O | -4 | -9 | -6
42 | O=C(C1COc2ccccc2O1)N(CCCN1CCOCC1)c1nc2ccccc2s1 (stereo not given) | -8 | -10 | -1
43 | O=C(c1ccc(F)cc1)N1CCN(C(=O)c2ccc(F)cc2)CC1 | -5 | -10 | -1
44 | O=C1CNC(=S)N1Cc1ccccc1OC(F)(F)F | -3 | . | 1
45 | O=C(NCCSc1ccc(Cl)cc1)c1ccc2c(=O)n3c(nc2c1)CCC3 | 4 | . | 82*
46 | Oc1oc(-c2cccc3ccccc23)nc1C=Nc1ccc(-c2ccccc2)cc1 | -1 | . | -1
47 | CC(C)C(=O)N1CCN(c2cccc(Br)c2)C(=O)C1C (stereo not given) | -3 | . | 7
48 | c1ccc(C(NCc2cccnc2)(c2ccccc2)c2ccccc2)cc1 | -5 | . | -9

One compound at a time, from the list above.
Oc1oc(-c2cccc3ccccc23)nc1C=Nc1ccc(-c2ccccc2)cc1 reads hcGAS inh: -1; mcGAS lum: .; NPYLR7 ag: -1
CC(C)C(=O)N1CCN(c2cccc(Br)c2)C(=O)C1C (stereo not given) reads hcGAS inh: -3; mcGAS lum: .; NPYLR7 ag: 7
O=C1CNC(=S)N1Cc1ccccc1OC(F)(F)F reads hcGAS inh: -3; mcGAS lum: .; NPYLR7 ag: 1

Next structures follow:
cpd | mol | hcGAS inh | mcGAS lum | NPYLR7 ag
49 | COc1ccc(C(=O)NC(=S)Nc2ccc(S(N)(=O)=O)cc2)cc1Br | -1 | . | 5
50 | C=C(C)Cn1c(SCCC(C)C)nc2c1c(=O)[nH]c(=O)n2C | -12 | . | 18
51 | CCN1CCN(c2c(CN(CCOC)C(=O)c3ccc4c(c3)OCO4)c(C)nn2-c2ccccc2)CC1 | -8 | -6 | -1
52 | Cc1cc(N2C(=O)C(C)NC2=S)ccc1-n1cnnn1 (stereo not given) | 3 | . | 21
53 | Cc1ccc(C)c(OCC(O)CNC(C)C(C)C)c1C (stereo not given) | 0 | . | 2
54 | CC1=C(C(=O)N2CCN(Cc3ccc(C)cc3)C(=O)C2)C(C)NC(=O)N1 (stereo not given) | -4 | . | 2
55 | CSc1nnc2sc3ccccc3n12 | -5&0 | . | -4&-1
56 | O=C(CCN(Cc1ccccc1)c1nc(-c2ccco2)nc2ccccc12)NCc1ccccc1 | -1 | -6 | 13
57 | Cc1cn2c3c(=O)n(CC=Cc4ccccc4)c(=O)n(C)c3nc2n1CCN1CCOCC1 | 5 | . | -6
58 | CCOC(=O)CNC(=O)Nc1ccc(C2NC(=S)N(C)C(C)=C2C(=O)OCCOC)cc1 (stereo not given) | 2 | 0 | -5
59 | c1ccc(-n2ncc3c(N4CCCNCC4)nc(C4CCOCC4)nc32)cc1 | -7 | . | 7
60 | O=C(O)c1cc2ccccc2[nH]1 | 17 | 7 | .
61 | C=CCN(CC=C)c1cc(Cl)nc(SCc2ccc(C(=O)NC3CCN(Cc4ccccc4)CC3)cc2)n1 | 2 | -4 | 0
62 | COc1ccc2nc(-n3nc(C)cc3NC(=O)c3ccco3)sc2c1 | -8 | -12 | -8
63 | CCC(=O)NCCNC(=O)c1c(SC)nsc1SC | -8 | -6 | 3
64 | O=C(O)C1(C/C=C/c2ccccc2)CCCN(c2ncnc3nc[nH]c23)C1 (stereo not given) | -5 | -12 | 0
65 | NC(=O)c1ccnc(-c2ccccc2-c2ccccc2)c1 | 1 | -8 | -4
66 | CC(C)Cn1c(SCCC#N)nc2sc3c(c2c1=O)CCC3 | -8 | -6 | 5
67 | CC(C)CCn1c(CN2CCOCC2)nc2c1c(=O)n(C)c(=O)n2C | -1 | . | 0
68 | CCC(C)N(Cc1ccncc1)Cc1nn(C)cc1Cl (stereo not given) | -1 | -8 | .
69 | CN1C(=CC=C(C#N)c2nnc3n2CCCCC3)C(C)(C)c2ccccc21 | -5 | . | 0
70 | c1ccc(-c2noc(CSc3nnnn3-c3ccccc3)n2)cc1 | -7 | -3 | 5
71 | CC(=O)NCCNS(=O)(=O)NCc1ccccc1 | -5 | . | 4
72 | Cc1ccc(-n2c(SCc3nc(C(=O)NCc4ccc(F)cc4)cs3)nnc2-c2cccnc2)cc1 | -9 | -4 | .
73 | Cc1nnc(SCC(=O)N2Cc3cnc(C(C)(C)C)nc3C2)o1 | -5 | -10 | 31
74 | Cn1nc(C(C)(C)C)cc1C(=O)N1CCN(C(c2ccccc2)c2ccccc2)CC1 | 5 | 0 | 2
75 | O=C(NC(c1ccccc1)c1cccs1)c1cnc2n(c1=O)CCS2 (stereo not given) | -1 | -17 | -1
76 | COc1ccc(-c2cnccc2C)c(OC)c1 | -1 | . | -4
77 | COc1cccc(Oc2cc(-c3ccccc3)nc(SCc3ccccc3)n2)c1 | -2 | . | 2
78 | CC(C)(C)c1cc2nc(-c3ccc(F)cc3)cc(C(=O)NCCCN3CCOCC3)n2n1 | 7 | 0 | -9
79 | CCCc1oncc1C(=O)N1CCCC(N2CCc3ccccc3C2)C1 (stereo not given) | -6 | . | 16
80 | COCCCNC(=O)C(NC(=O)c1ccccc1F)C1CCN(C(=O)c2ccc(Cl)cc2)CC1 (stereo not given) | -1 | -1 | -9
81 | CON(C)C(=O)c1ccc(C(C)(C)C)cc1 | -8 | . | -4
82 | COc1ccc(C(=O)N2C(C(=O)O)COC23CCN(C(=O)C2CC2)CC3)cc1 (stereo not given) | -4 | -5 | 11
83 | O=S(=O)(NCC1CCN(Cc2ccco2)CC1)c1cc(F)ccc1F | 3 | . | -9
84 | CN(C)C(=O)C(c1ccccc1)n1nnc(-c2ccc(F)cc2)n1 (stereo not given) | 1 | . | -3
85 | O=C(Nc1nn[nH]n1)c1cc2ccccc2oc1=O | -8 | -6 | 1
86 | Cc1cc(C(=O)N(CCCN(C)C)c2nc3c(F)cc(F)cc3s2)n(C)n1 | 6 | 1 | 7
87 | CCOC(=O)C1(Cc2cccc(OC)c2)CCN(Cc2cccc(OC)c2O)CC1 | 7 | . | -9
88 | CCN1C(=O)N(C2Cc3ccccc3C2)C(=O)C12CCN(Cc1ccoc1)CC2 | -11 | -6 | 21
89 | Cn1c(SCC(=O)c2ccc(Cl)cc2)nc2c([nH]c3ccccc32)c1=O | -10 | -9 | 4
90 | COc1ccc(Cc2nnc3n2N(C(C)=O)C(c2ccc(Br)cc2)=C(C(C)=O)S3)cc1 | -1 | . | 3
91 | COCCCNC(=O)Nc1ccc(-n2cncn2)c(C(F)(F)F)c1 | -13 | . | 1
92 | COCc1cc(N2CCN(c3ccccc3Cl)CC2)nc(SCc2ccc(C(=O)O)o2)n1 | -4 | -4 | -1
93 | CCc1ccc(Cn2ccc3c(-c4ccc(F)c(F)c4)c(OC(=O)N(CC)CC)ccc32)cc1 | -1 | -5 | 10
94 | COc1cc(C=C(C#N)C(=O)NC(C)C)cc(Cl)c1OC(C)C | -5 | -2 | 2
95 | COCCN(CC1CCN(Cc2ccccc2F)CC1)C(=O)c1cnc(C)cn1 | -3 | . | 4
96 | COCCCn1c(-c2ccc(OC)cc2)nc2oc3ccccc3c(=O)c2c1=O | -5 | . | 5
97 | C=CC(C(C)(C)O)S(=O)(=O)c1ccc(C)cc1 (stereo not given) | -1 | . | -3
98 | O=C(Nc1nc(CN2CCOCC2)cs1)C1(c2ccc(F)cc2)CC1 | -5 | . | 2
99 | Cc1cccc(C(=O)N2CCC(n3c(Cc4ccccc4)nc4ccccc43)CC2)c1C | -9 | -7 | .
100 | CC1(C(=O)NCc2cccc(C(F)(F)F)c2)CCN1Cc1ccc(-c2ccccc2)o1 (stereo not given) | -12 | . | 9
101 | CCC(CC)NC(=O)c1ccc2c(c1)CCCN2S(C)(=O)=O | -8 | . | 1
102 | CSc1ccc(CN2CCCC(CCC(=O)NC3CC3)C2)cc1 (stereo not given) | -6 | . | 0
103 | CCc1cnc2c(c1SCC(=O)NCCOC)c(=O)n(C)c(=O)n2C | -10 | -10 | 6
104 | COCC1(C(=O)N2CCNC(=O)[C@@H]2Cc2ccccc2)CCC1 | -5 | . | 14

More compounds follow:
cpd | mol | hcGAS inh | mcGAS lum | NPYLR7 ag
105 | CCn1c(CC2CCN(C(=O)c3cc4sccc4[nH]3)CC2)nn(C)c1=O | -2 | 0 | -5
106 | CN1CC(=O)N2C[C@@H](NC(=O)c3ccc(Cl)s3)C[C@H]2C1=O | -9 | -13 | -4
107 | CCCOc1nc(-c2ccc(OC)cc2)n(-c2cccc(NC(=O)CC(C)C)c2)n1 | -8 | -4 | 21
108 | Cc1ccc(-c2nn(-c3ccccc3)cc2C2NCCc3[nH]cnc32)o1 (stereo not given) | -3 | . | 2

Source: PubChem BioAssay
